Glioma ERSR ind: induces the endoplasmic reticulum stress response in human glioma cells. Potency, µM, for the others: at the highest dose activation, hits mostly activators. 0.02% of 420,000 active. U87-MG GRP78 promoter luciferase reporter, 16 h. AID 602332; further: potency means the concentration at half of the fitted maximal effect; series mostly up to about 76 µM; % of control where 0% means no effect; nearly all actives have a fitted effect of over 35% in size
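Stably transfected U87-MG human glioma cells carrying a GRP78-based luminescent sensor were seeded at 1000 cells/well, pin-dosed with compounds and incubated 16 h. Luciferase reagent was then added, and end-point luminescence was read after 10 min at room temperature.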
RGS4 inhibitor: human RGS4 inhibition | 0.039% of 390,000 active | Potency, µM (doses to about 114 µM), for the others: at the top dose activity change, negative = inhibition, actives largely listed as inhibitors | Transcreener GDP fluorescence polarization, RGS4-accelerated GTP hydrolysis | P49798 | AID 504845; further: potency means the concentration at half of the fitted maximal effect; on the % scale 0 is the no-effect control and ±100 the full control effect; nearly all actives have a fitted effect of over 75% in size; some results filed as inactive show a strong effect at the top dose
Target sequence (P49798 whole entry, looked up): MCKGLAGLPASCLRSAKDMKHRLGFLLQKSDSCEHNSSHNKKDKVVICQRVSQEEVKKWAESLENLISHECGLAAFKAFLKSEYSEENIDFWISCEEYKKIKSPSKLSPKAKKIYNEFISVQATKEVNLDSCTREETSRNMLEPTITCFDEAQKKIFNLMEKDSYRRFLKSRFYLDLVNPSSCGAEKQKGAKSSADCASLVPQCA
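MLSMR compounds (23 nl, pin-transferred) preincubated 10 min at room temperature with a 500nM (2x) first reagent, then RGS4 at 900nM (2x) plus Transcreener GDP mix added; fluorescence polarization (620/688 nm) read before and after 90 min at 30 °C.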
USP1-UAF1 inh: blocks the human USP1/UAF1 deubiquitinase complex; 0.23% of 390,000 active; Potency, µM (doses to about 57.1 µM), inactives show at the top dose activity change, negative = inhibition, usual class: inhibitors; recombinant USP1/UAF1, Ub-Rhodamine cleavage fluorescence; further: potency means the concentration at half of the fitted maximal effect; on the % scale 0 is the no-effect control and ±100 the full control effect; nearly all actives have a fitted effect of over 60% in size; inactives centre near -12
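In this screen, compounds sit with the deubiquitinase complex (1nM) for 15 min at room temperature before Ub-Rho is added at 150nM final. Fluorescence rise is then followed for 6 reads every 60 seconds.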
Vif-A3G inh: blocks the Vif interaction with human APOBEC3G; Q9HC16; HeLa A3G-eYFP + Vif (tagged APOBEC3G with the HIV-1 protein that degrades it), YFP fluorescence, overnight; Potency, µM (highest dose often 46.1 µM), inactives show top-dose activity, negative = active, usual class: inhibitors; 0.076% of 410,000 active;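 further: potency means the concentration at half of the fitted maximal effect; on the % scale 0 is the no-effect control and ±100 the full control effect; nearly all actives have a fitted effect of over 60% in size; hits raise eYFP signal because A3G escapes Vif-driven loss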
Target sequence (Q9HC16 whole entry, looked up): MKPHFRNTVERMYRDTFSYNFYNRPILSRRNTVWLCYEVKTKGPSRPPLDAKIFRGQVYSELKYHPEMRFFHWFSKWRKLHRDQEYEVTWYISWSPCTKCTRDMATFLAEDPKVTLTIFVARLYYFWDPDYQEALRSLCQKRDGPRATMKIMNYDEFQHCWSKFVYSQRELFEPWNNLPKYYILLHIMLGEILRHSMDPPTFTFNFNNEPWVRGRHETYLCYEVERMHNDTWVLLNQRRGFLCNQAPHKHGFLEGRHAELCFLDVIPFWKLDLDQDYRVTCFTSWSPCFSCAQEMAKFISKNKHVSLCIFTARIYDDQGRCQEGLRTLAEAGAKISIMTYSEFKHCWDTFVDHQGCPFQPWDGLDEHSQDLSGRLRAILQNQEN
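HeLa cells stably expressing Vif and C-terminally eYFP-tagged A3G, seeded overnight at 37 deg C, then exposed to compound by pintool overnight at 37 deg C. Rise in yellow fluorescence (Ex 488/Em 500-530, Acumen) marks blocked Vif-driven A3G degradation.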
TrxR1 substrate: rat thioredoxin reductase 1 substrate activity; O89049; purified TrxR1 substrate turnover, NADPH consumption readout; Potency, µM (series often up to 114 µM), inactives show at the top dose activity change, negative = substrate turnover; 0.01% of 390,000 active; AID 588456; further: potency means the concentration at half of the fitted maximal effect; on the % scale 0 is the no-effect control and ±100 the full control effect; nearly all actives have a fitted effect of over 50% in size
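Rat TrxR1, dispensed at 90 nM, was prereduced with 400 uM NADPH (final) for 5 min at ~22 deg C, then incubated with compound 15 min before 400 uM selenite. A first-read NADPH fluorescence drop versus no-compound background flagged substrates.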
TrxR1 inh: inhibitors of rat thioredoxin reductase 1 | recombinant rTrxR1, NADPH fluorescence consumption, selenite substrate | Potency, µM (doses to about 114 µM), without a hit: top-dose activity change, negative = inhibition, hits mostly inhibitors | O89049 | AID 588453 | 1% of 390,000 active; further: potency means the concentration at half of the fitted maximal effect; on the % scale 0 is the no-effect control and ±100 the full control effect; nearly all actives have a fitted effect of over 65% in size
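Rat TrxR1 (90 nM in the dispensed reagent) was pre-reduced with 400 uM NADPH for 5 min at room temperature, then incubated with compound for 15 min. After 400 uM selenite was added, NADPH fluorescence (Ex 340/Em 450 nm) was followed for 8 min.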
LDHA inh: inhibitors of human lactate dehydrogenase A. activity change, % (values are at about 110 or 230 µM). 0.15% of 480,000 active. purified LDHA, NADH/diaphorase-resazurin fluorescence; hits give low values. AID 1347041. P00338; in the data active means activity change below about -30%; inconclusive means mostly about -25% to -30%;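 further: plate controls were DMSO wells for no effect and wells without enzyme for full effect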
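LDH5 2 nM; NADH 0.06 mM, pyruvate 0.2 mM; 200 mM Tris pH 7.4, EDTA, Tween-20; 5 min RT. Detection: diaphorase 0.133 mg/mL + resazurin 37 µM, fluorescence ex540/em590 at 0 and 20 min; normalized to enzyme-free and DMSO wells.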
Vif-A3F inh: inhibitors of Vif-A3F interaction | 0.2% of 390,000 active | Potency, µM (series often up to 46.1 µM), inactives show at the highest dose activity, negative = active | HeLa A3F-eYFP + Vif (tagged APOBEC3F with the HIV-1 protein that degrades it), YFP fluorescence increase; further: potency means the concentration at half of the fitted maximal effect; % of control where 0% means no effect; nearly all actives have a fitted effect of over 65% in size
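HeLa cells stably expressing Vif plus C-terminally eYFP-tagged A3F were seeded, incubated overnight at 37 deg C, dosed with compound, incubated overnight again at 37 deg C. Yellow fluorescence (Ex 488/Em 500-530) reported blocked Vif-mediated A3F-eYFP degradation.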
IDH1 R132H inh: human IDH1 R132H inhibition; O75874; IDH1-R132H enzyme, NADPH consumption, diaphorase/resazurin fluorescence; Potency, µM (highest dose often 76.6 µM), inactives show top-dose activity change, negative = inhibition, hits mostly inhibitors; 0.093% of 390,000 active; further: potency means the concentration at half of the fitted maximal effect; on the % scale 0 is the no-effect control and ±100 the full control effect; nearly all actives have a fitted effect of over 65% in size
Target sequence (O75874 whole entry R132H, stated change not applied): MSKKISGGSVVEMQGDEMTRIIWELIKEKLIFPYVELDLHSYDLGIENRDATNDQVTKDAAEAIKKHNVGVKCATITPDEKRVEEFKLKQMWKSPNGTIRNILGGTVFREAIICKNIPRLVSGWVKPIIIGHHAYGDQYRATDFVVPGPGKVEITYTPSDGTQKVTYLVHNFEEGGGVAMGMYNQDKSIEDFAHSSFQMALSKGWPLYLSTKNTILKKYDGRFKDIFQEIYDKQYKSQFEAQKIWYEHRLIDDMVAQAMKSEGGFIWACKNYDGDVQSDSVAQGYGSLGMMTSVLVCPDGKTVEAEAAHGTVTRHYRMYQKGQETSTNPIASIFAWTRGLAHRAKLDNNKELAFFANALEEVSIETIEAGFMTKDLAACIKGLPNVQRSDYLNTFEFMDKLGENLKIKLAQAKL
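IDH1-R132H (0.5 ug/mL) preincubated 30 min with compound, then NADPH (0.016 mM) and alpha-KG (2 mM) added; 80 min at RT, pH 7.5. Remaining NADPH coupled via diaphorase/resazurin to fluorescence (540/590 nm); concentration-response curves normalized to no-enzyme control.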
Numbers without * were called inactive; ? = inconclusive; · = not tested or not shown; & = joins results of further samples; [ ] = another dose, or the depositor's remark. Unless noted, the call rests on the fitted dose curve; in most records, active means well fitted curve in the direction sought with a large enough effect; inconclusive means small, poorly fitted or top-dose-only effect, or another doubt; inactive means no such curve, though single readings can be large; an effect the other way counts as inactive or inconclusive. These rows are one share of the data, so the mix of outcomes need not match the whole.

SMILES	Glioma ERSR ind	RGS4 inhibitor	USP1-UAF1 inh	Vif-A3G inh	TrxR1 substrate	TrxR1 inh	LDHA inh	Vif-A3F inh	IDH1 R132H inh
COc1ccc(Cc2n[nH]c(=S)n2NC(=O)Nc2ccc(Cl)c(Cl)c2)cc1	-7%	-27%	-10%	0%	-7%	-6%	-3	1%	-5%
Nc1n[nH]c(N)c1N=Nc1ccccc1	0%	1%	0%	-4%	-3%[57.1 µM]	7%[57.1 µM]	2	-7%	-1%
COc1cccc(CNCCNC(=O)c2nonc2N)c1	-4%&3%	-23%&-21%	-16%&-14%	3%&0%	2%&9%	14%&19%	-14&1	4%&0%	7%&0%
CC1(C)CC(=O)C(C(=S)Nc2ccc(F)cc2)=C(NCCN2CCOCC2)C1	-4%	8%	-10%	0%	-10%	-17%	-8	-9%	2%
COc1cccc(-c2n[nH]c3c2C(c2cccc(O)c2)N(C)C3=O)c1 (stereo not drawn)	0%	-2%	2%	-6%	2%	15%	-4	6%	11%
CCCOc1ccc(S(=O)(=O)Nc2ccccn2)c2ccccc12	-6%	10%	1%	-1%	19%[57.1 µM]	11%[57.1 µM]	-6	-12%	3%
COC(=O)c1ccc(C)c(NC(=O)CN(c2cc(OC)ccc2OC)S(C)(=O)=O)c1	-1%	12%	1%	0%	7%[57.1 µM]	32%[57.1 µM]	-12	0%	4%
CC(=O)OCC(OC(C)=O)C(OC(C)=O)C(OC(C)=O)C(=O)Nc1cccc(C)c1 (stereo not drawn)	-3%	7%	-27%	-1%	6%[57.1 µM]	8%[57.1 µM]	-5	3%	4%
O=C(NC1CCCC1)C(c1ccc(F)cc1)N(C(=O)c1csnn1)C1CCCC1 (stereo not drawn)	3%	5%	-20%	-8%	7%[57.1 µM]	12%[57.1 µM]	-3	-13%	-1%
Cc1nn(C(C)C(=O)NC2C(=O)N3C(C(=O)O)=C(CSc4nnnn4C)CSC23)cc1Cl (stereo not drawn)	-2%	-5%[56.9 µM]	-14%	1%	5%	?	0	-2%	0%
Cc1ccc(CNC(=O)CCc2cn(Cc3ccc(C)cc3)c3ccccc23)cc1	-4%	-19%	-24%	-9%	1%	5%	3	5%	2%
CCCCc1ccc(NC(=S)N2CCN(c3ccccn3)CC2)cc1	2%	8%	-3%	-1%	-5%	2%	-16	4%	-24%
O=c1[nH]c(C2CCCN(S(=O)(=O)c3ccc(F)cc3)C2)nc2c1nnn2Cc1ccc(F)cc1 (stereo not drawn)	-4%	-8%	-15%	-9%	-10%	-11%	-5	-5%	-6%
Cc1nc2ccccn2c1C(=O)N/N=C/c1ccc(CNC(=O)C(=O)Nc2ccccc2)o1	4%	8%	1%	-1%	-16%	-21%	-8	3%	10%
CCCCCCCC1(C)NC(=O)N(c2ccccc2)N1 (stereo not drawn)	0%	-15%	-19%	-15%	2%	11%	1	-4%	-3%
COc1cccc(OCCOCCOc2ccc(C)cc2[N+](=O)[O-])c1	-1%	-26%	-6%	-4%	-12%	5%	0	-4%	-1%
COc1ccccc1/C=C/C=N/n1c(-c2ccco2)n[nH]c1=S	5%	-49%	?	5%	6%[57.1 µM]	4%[11.4 µM]	-7	14%	-6%
COc1ccc(OC)c(S(=O)(=O)NC2CCCCC2)c1	-1%	0%	-7%	2%	1%	6%	2	2%	5%
Cc1ccc(O/C=C2/Nn3c(nnc3-c3cc(-c4ccccc4)n[nH]3)S2)cc1	-2%	-8%	·	2%	7%[0.0914 µM]	18%	-11	·	·
Cn1cnnc1Sc1ccc(/C=C(\CC(=O)O)c2nc3ccccc3s2)cc1[N+](=O)[O-]	-5%	-25%	-10%	3%	-18%	-13%	-5	1%	0%
OC(c1ccccc1)(c1ccccc1)c1ncc[nH]1	-1%	-21%	-25%	-3%	5%	13%	-2	-5%	-10%
COCCCNC(=O)CC1C(=O)N(Cc2ccccc2)C(C)c2nc3ccccc3n21 (stereo not drawn)	-4%	3%	-13%	0%	1%	21%	-7	?	7%
Cc1ccc(C(=O)NC2CCCc3ccccc32)o1 (stereo not drawn)	-1%	2%	-7%	-10%	-1%	-29%	4	0%	0%
O=C(NCc1cccnc1)Nc1ccc(Cl)cc1Cl	1%	13%	-15%	1%	-2%	14%	-9	1%	18%
O=C(COC(=O)c1ccccc1)c1ccc2c(c1)OCCO2	-3%	25%	-17%	0%	-6%	2%	-4	-12%	7%

A different layout for part of the listing above.
SMILES,Glioma ERSR ind,RGS4 inhibitor,USP1-UAF1 inh,Vif-A3G inh,TrxR1 substrate,TrxR1 inh,LDHA inh,Vif-A3F inh,IDH1 R132H inh
COc1ccccc1/C=C/C=N/n1c(-c2ccco2)n[nH]c1=S,5%,-49%,?,5%,6%[57.1 µM],4%[11.4 µM],-7,14%,-6%
COc1ccc(OC)c(S(=O)(=O)NC2CCCCC2)c1,-1%,0%,-7%,2%,1%,6%,2,2%,5%
Cc1ccc(O/C=C2/Nn3c(nnc3-c3cc(-c4ccccc4)n[nH]3)S2)cc1,-2%,-8%,·,2%,7%[0.0914 µM],18%,-11,·,·
Cn1cnnc1Sc1ccc(/C=C(\CC(=O)O)c2nc3ccccc3s2)cc1[N+](=O)[O-],-5%,-25%,-10%,3%,-18%,-13%,-5,1%,0%
OC(c1ccccc1)(c1ccccc1)c1ncc[nH]1,-1%,-21%,-25%,-3%,5%,13%,-2,-5%,-10%
COCCCNC(=O)CC1C(=O)N(Cc2ccccc2)C(C)c2nc3ccccc3n21 (stereo not drawn),-4%,3%,-13%,0%,1%,21%,-7,?,7%
Cc1ccc(C(=O)NC2CCCc3ccccc32)o1 (stereo not drawn),-1%,2%,-7%,-10%,-1%,-29%,4,0%,0%
O=C(NCc1cccnc1)Nc1ccc(Cl)cc1Cl,1%,13%,-15%,1%,-2%,14%,-9,1%,18%
O=C(COC(=O)c1ccccc1)c1ccc2c(c1)OCCO2,-3%,25%,-17%,0%,-6%,2%,-4,-12%,7%

Additional compounds
SMILES	Glioma ERSR ind	RGS4 inhibitor	USP1-UAF1 inh	Vif-A3G inh	TrxR1 substrate	TrxR1 inh	LDHA inh	Vif-A3F inh	IDH1 R132H inh
COCCOC(=O)c1[nH]c2c(c1C)C(=O)CC(c1cccs1)C2 (stereo not drawn)	-5%	9%	-21%	?	0%	20%	-2	-27%	-1%
Cc1cc(CNC(=O)COc2ccc(C)c(C)c2)c2ccccc2n1	-3%	10%	-27%	4%	3%	14%	-3	-33%	24%
CCOc1ccc(N(CC(=O)NC2CC2)S(=O)(=O)c2ccc(C)cc2)cc1	-4%	-5%	-8%	-4%	6%[57.1 µM]	17%[57.1 µM]	-3	-7%	3%
COc1ccc(N)cc1C#N	-3%	-6%	-8%	3%	-1%	11%	-4	-1%	-3%
O=C(Oc1ccc2c(c1)OCC2=O)c1ccccc1	-2%	-12%	-15%	-1%	7%	-15%	-12	-1%	-3%
CCOC(=O)COc1cc2c3c(c(=O)oc2cc1C)CCCC3	-3%	-7%	-14%	2%	9%	-13%	-4	-11%	4%
O=C(/C=C/c1ccc(F)cc1)Nc1cccc(S(=O)(=O)N2CCOCC2)c1	-1%	-5%	-17%	0%	-17%	-7%	0	1%	5%
CCc1ccc(N=C2NC(=O)CC(C(=O)Nc3ccc(OC)cc3)S2)cc1 (stereo not drawn)	-6%	-8%	-8%	0%	-8%	-21%	-2	-4%	10%
COc1ccc(S(=O)(=O)N2CCCOC2CNC(=O)C(=O)NCCc2ccco2)cc1OC (stereo not drawn)	-1%	-12%	-12%	0%	-4%	-19%	-2	1%	1%
COc1ccc(C(=O)CSc2nnc(-c3ccc(S(=O)(=O)N4CCOCC4)cc3)o2)cc1	-5%	0%	-20%	0%	-2%	-16%	0	-12%	1%
O=C(NNC(=O)c1cc(Cl)ccc1[N+](=O)[O-])c1csc(N2CCOCC2)n1	-1%	1%	-12%	0%	1%[57.1 µM]	-6%[57.1 µM]	0	0%	-5%
CCOc1ccc(C2=NNC(c3cccs3)=Nc3ccc(OC)cc32)cc1OCC	10%	-24%	-20%	1%	-8%	-5%	9	-7%	5%
Cc1cccn2c(/C=N/OCc3cccc(F)c3)c(-c3ccc(Cl)cc3)nc12	-5%	1%	-13%	-8%	8%[57.1 µM]	40%[activator][57.1 µM]	-4	4%	11%

Source: PubChem
